H1N1 NS1A inhibition – H1N1 influenza NS1A inhibitors, functional cell based assay (AID 504329); NS1A functional cell-based assay, percent inhibition; higher % means a stronger effect; inhibition, % at 12.5 µM, or IC50 in µM where a hit was titrated; hit rate 0.3% among 340,000; in the data active means a potency from the dose series; inconclusive means inhibition above about 27% without an active follow-up result; further: strong numbers were not always called active
Salmonella PhoP GFP – PhoP regulon inhibitors, Salmonella typhi PhoP promoter GFP reporter, confirmatory (AID 1850) | Salmonella Typhi PhoP-promoter GFP reporter, fluorescence, 4 h; higher % means a stronger effect | one-dose inhibition, % at 50 µM; IC50 in µM for titrated hits | hit rate 0.33% among 310,000; in the data active means a potency from the dose series; inconclusive means inhibition mostly from about 25% at the one dose, without a potency; inactive means the rest, 99 in 100 with inhibition below about 19%;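 further: 0% = induced wells with vehicle and 100% = uninduced wells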
M. tuberculosis HTS – M. tuberculosis growth inhibition, HTS (AID 449762) | hit rate 0.59% among 330,000 | M. tuberculosis H37Rv growth inhibition, 7H9 media; higher % means a stronger effect | inhibition, % at 25 µM, or IC50 in µM where a hit was titrated; in the data active means a potency from the dose series; inconclusive means inhibition above about 70% without an active follow-up result;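 further: bacterial growth assessed after seven days of incubation; strong numbers were not always called active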
M. tuberculosis – growth inhibition of non-replicating M. tuberculosis (AID 488890) | hit rate 0.39% among 320,000 | inhibition, % at 25 µM, or IC50 in µM where a hit was titrated | Mycobacterium tuberculosis non-replicating, growth inhibition; higher % means a stronger effect; in the data active means a potency from the dose series; inconclusive means inhibition mostly from about 82% at the one dose, without a potency; inactive means the rest, 99 in 100 with inhibition below about 76%;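 further: plate controls were DMSO cells for no effect and high antibiotic wells for full effect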
inhibitors of VEEV – inhibitors of VEEV TC-83 cytopathic effect, confirmation, Vero cells (AID 588727); Vero cells, VEEV TC-83 cytopathic effect inhibition; higher % means a stronger effect; inhibition, % at 20 µM; hits with a dose series show IC50 in µM; hit rate 0.13% among 350,000; in the data active means a potency from the dose series; inconclusive means inhibition mostly from about 14% at the one dose, without a potency; inactive means the rest, 99 in 100 with inhibition below about 12%; further: strong numbers were not always called active
inhibitors of VEEV 10K pilot screen – also measured in inhibitors of VEEV; calls as there; inhibition, %; measured here: 10K pilot screen inhibition
Active calls of the source: *; i = inactive; u = inconclusive; x = not tested or not shown. Compounds were not picked by outcome. Share with any hit: about 1.6%.

The opening six records, to show the layout:
SMILES	H1N1 NS1A inhibition	Salmonella PhoP GFP	M. tuberculosis HTS	M. tuberculosis	inhibitors of VEEV	others
COC(=O)c1ccc(CN(c2ccccn2)S(=O)(=O)c2ccccc2)cc1	3%	-16%	0%	-7%	2.3%
Cc1cccc(S(=O)(=O)c2c(N)n(/N=C/c3ccccc3)c3nc4ccccc4nc23)c1	-1%	24%	0%	-3%	0.3%
Cc1ccc(S(=O)(=O)NCCS(=O)(=O)N2CCN(c3ccc(F)cc3)CC2)cc1	6%	3%	3%	5%	1.0%
COCCNC(=O)/C(C#N)=C/C(C)=C/c1ccccc1	0%	-2%	4%	7%	2.2%
N#CCSc1nnc(-c2ccccc2)c(-c2ccccc2)n1	6%	-1%	1%	8%	3.9%
Cc1cc(C)cc(N2C(=O)C3CCCN3C2=S)c1 (stereo not drawn)	-6%	7%	3%	0%	0.5%

Main list, from the first entry:
SMILES	H1N1 NS1A inhibition	Salmonella PhoP GFP	M. tuberculosis HTS	M. tuberculosis	inhibitors of VEEV	others
COC(=O)c1ccc(CN(c2ccccn2)S(=O)(=O)c2ccccc2)cc1	3%	-16%	0%	-7%	2.3%
Cc1cccc(S(=O)(=O)c2c(N)n(/N=C/c3ccccc3)c3nc4ccccc4nc23)c1	-1%	24%	0%	-3%	0.3%
Cc1ccc(S(=O)(=O)NCCS(=O)(=O)N2CCN(c3ccc(F)cc3)CC2)cc1	6%	3%	3%	5%	1.0%
COCCNC(=O)/C(C#N)=C/C(C)=C/c1ccccc1	0%	-2%	4%	7%	2.2%
N#CCSc1nnc(-c2ccccc2)c(-c2ccccc2)n1	6%	-1%	1%	8%	3.9%
Cc1cc(C)cc(N2C(=O)C3CCCN3C2=S)c1 (stereo not drawn)	-6%	7%	3%	0%	0.5%
Cn1c(=O)c(C(=O)CN2CCN(Cc3ccc4c(c3)OCO4)CC2)c(N)n(Cc2ccccc2)c1=O	2%	-7%	3%	11%	7.4%
COc1ccc(CCNc2ncnc3sccc23)cc1OC	2%	-2%	-3%	32%	8.2%
Cc1ccsc1C(=O)OCC(=O)N(C)c1c(N)n(Cc2ccccc2)c(=O)[nH]c1=O	-9%	3%	1%	-16%	3.0%
COc1cccc(CNC(=O)C2CC(=O)N(C3CCCCCCC3)C2)c1 (stereo not drawn)	1%	7%	8%	8%	0.8%
COC(=O)c1cncc(O)c1	-8%	-12%	-3%	1%	1.4%
COc1cc(SC)ccc1C(=O)N(Cc1ccccc1)c1ccccc1	0%	-10%	10%	-2%	4.7%
O=C1NC(Cc2c[nH]c3ccccc23)C(=O)N1c1ccc(F)cc1 (stereo not drawn)	-1%	-6%	-3%	8%	3.3%
O=c1c2sccc2nc(SCc2cc(=O)n3cc(Br)ccc3n2)n1Cc1ccccn1	-5%	-4%	0%	-5%	8.4%
COc1nc(C)nc2c1sc(=S)n2C	4%	-8%	-10%	x	0.9%
CCN1CC2([N+](=O)[O-])CC=C(OC)C([N+](=O)[O-])(C1)C2 (stereo not drawn)	10%	-4%	-4%	-14%	0.5%
COC1=C/C(=C/c2c(N)n3nc(CC(=O)N4CCCCC4)sc3nc2=O)C=CC1=O	-4%	-13%	2%	17%	i
Cc1cc2c3c(c1)C(C)(c1ccccc1)CC(C)(C)N3C(=O)C21C(C#N)=C(N)OC2=C1C(=O)CC(C)(C)C2 (stereo not drawn)	-1%	0%	u	54%	i
COc1cccc(-c2nc(CCl)cs2)c1	10%	2%	0%	18%	3.3%
COC(=O)C1=C(C)NC(=O)/C1=C/c1ccc(CNS(=O)(=O)c2ccc(C)cc2)o1	2%	-19%	-2%	10%	4.2%
O=C(NCc1ccccc1)c1ccc(-c2ccccc2F)o1	8%	-11%	-13%	25%	i
CN(C)c1ccc(NC(=O)c2cnsn2)cc1	2%	-6%	10%	31%	1.3%
CCn1cc(/C=C(\NC(=O)c2ccc(OC)c(OC)c2)C(=O)NCCN2CCOCC2)c2ccccc21	-2%	6%	0%	1%	0.7%
COc1cccc(C(=O)OCC(=O)Nc2ccccc2N2CCOCC2)c1	9%	11%	4%	6%	6.6%
CCOC(=O)C1(Cc2cccc(OC)c2)CCCN(Cc2cc(OC)c(O)c(OC)c2)C1 (stereo not drawn)	-24%	-2%	1%	16%	i

Reprinted from the part before: 4 compounds; new compounds follow.
SMILES	H1N1 NS1A inhibition	Salmonella PhoP GFP	M. tuberculosis HTS	M. tuberculosis	inhibitors of VEEV	others
CN(C)c1ccc(NC(=O)c2cnsn2)cc1	2%	-6%	10%	31%	1.3%
CCn1cc(/C=C(\NC(=O)c2ccc(OC)c(OC)c2)C(=O)NCCN2CCOCC2)c2ccccc21	-2%	6%	0%	1%	0.7%
COc1cccc(C(=O)OCC(=O)Nc2ccccc2N2CCOCC2)c1	9%	11%	4%	6%	6.6%
CCOC(=O)C1(Cc2cccc(OC)c2)CCCN(Cc2cc(OC)c(O)c(OC)c2)C1 (stereo not drawn)	-24%	-2%	1%	16%	i
CN(C)S(=O)(=O)c1ccc(Nc2nc(C3CC3)nc3c2nnn3Cc2ccccc2Cl)cc1	-4%	-1%	5%	-3%	1.7%
O=C(CSc1nc(=O)n2ccccc2n1)OCc1ccccc1	-4%	1%	-10%	-9%	1.1%
CC1CCN(c2c(NCC3CCC(C(=O)NCCc4ccccc4)CC3)c(=O)c2=O)CC1 (stereo not drawn)	27%	7%	-3%	x	0.7%
CCn1c(CN2CCN(c3cccc(C)c3C)CC2)n[nH]c1=S	5%	-5%	4%	-35%	i
Cc1nc2sc(C(=O)Nc3ccccc3)c(N)c2c(C)c1[N+](=O)[O-]	-13%	13%	12%	-19%	0.8%
Cc1ccc(C(=O)Nc2c(-c3cccs3)nc3cc(C)ccn23)cc1	-2%	2%	2%	-9%	2.5%	inhibitors of VEEV 10K pilot screen=0.2
COC(=O)c1ccc(CSc2ncn[nH]2)o1	-7%	-2%	-2%	-3%	i
CCc1ccc(NC(=O)Nc2ccc3c(c2)CCC3)cc1	2%	-2%	-4%	6%	0.7%
Cc1ccc2nc(NC(=O)c3ccccc3F)sc2c1	-4%	8%	9%	x	3.2%
O=C(Nc1ccc2sc3ccccc3c(=O)c2c1)c1ccccc1Cl	-2%	-4%	-4%	3%	1.3%
O=C(Cc1ccccc1)NCC(=O)N1CCCCCC1	6%	5%	-3%	1%	0.2%
O=c1oc(-c2ccccc2)c(-c2ccccc2)c2ccccc12	2%	x	x	x	0.3%
COc1ccc(CNC(=O)C2COc3ccccc3O2)cc1 (stereo not drawn)	9%	5%	11%	x	i
Cc1cc(=O)oc2cc(OCCC[n+]3ccccc3)ccc12	-1%	5%	-4%	-10%	0.1%
COc1cc([N+](=O)[O-])ccc1NC(=O)Cn1ccsc1=N	-6%	10%	u	59%	4.3%
C/C(=N\NC(=S)Nc1cccc(C)c1)c1ccccc1	2%	11%	u	u	1.6%
O=C(Cc1ccc(-n2cccc2)cc1)N1CCc2ccccc21	5%	11%	-2%	15%	4.1%
COc1ccc(CNC(=O)c2cc(S(=O)(=O)N3CCCC3)cn2C)cc1	1%	1%	-7%	1%	1.0%
COCCC(=O)N1CCC(Oc2ccc(C(=O)N3CCCC(CCCO)C3)cc2)CC1 (stereo not drawn)	-25%	-5%	1%	8%	3.1%
COc1ccc(C(=O)C(/C=N/O)=N/Nc2ccc(F)cc2)cc1	6%	-8%	16%	-27%	1.0%
O=C(CSc1n[nH]c(=O)n1-c1cccnc1)N1CCOCC1	x	6%	-3%	-6%	0.6%
Cc1cccc(CN2CCN(Cc3cnn(-c4ccccc4F)c3)CC2CCO)n1 (stereo not drawn)	-1%	9%	7%	8%	i
CN(Cc1cccc(F)c1)CC(O)COCc1ccccc1Cl (stereo not drawn)	-8%	8%	3%	30%	6.0%
CC(C)=CCc1c2c(c3occ(-c4ccc(O)cc4)c(=O)c3c1O)C=CC(C)(C)O2	-2%	1%	31%	-2%	i
COc1ccc(N2CCC(CNC(=S)Nc3c(C)cccc3C)C2)cc1 (stereo not drawn)	9%	1%	-6%	54%	i

Among those listed so far, three have two or more sulfur atoms:
SMILES	H1N1 NS1A inhibition	Salmonella PhoP GFP	M. tuberculosis HTS	M. tuberculosis	inhibitors of VEEV	others
Cc1ccc(S(=O)(=O)NCCS(=O)(=O)N2CCN(c3ccc(F)cc3)CC2)cc1	6%	3%	3%	5%	1.0%
O=c1c2sccc2nc(SCc2cc(=O)n3cc(Br)ccc3n2)n1Cc1ccccn1	-5%	-4%	0%	-5%	8.4%
COc1nc(C)nc2c1sc(=S)n2C	4%	-8%	-10%	x	0.9%

Other entries
SMILES	H1N1 NS1A inhibition	Salmonella PhoP GFP	M. tuberculosis HTS	M. tuberculosis	inhibitors of VEEV	others
CN(CC(=O)NCc1ccccc1)Cc1cccc(F)c1	-13%	9%	-3%	6%	i
COc1cccc(NC(=O)N(CCCN2CCOCC2)C(C)c2cc3cccc(OC)c3o2)c1 (stereo not drawn)	-12%	-7%	-3%	8%	2.6%
Cc1ccc(CC(=O)N2CCN(c3ccccn3)CC2)cc1	24%	-5%	-1%	2%	0.7%
Cc1occc1C(=O)N/N=C/C1=C(N2CCOCC2)C(=C/c2ccc(Cl)cc2Cl)/CC1	0%	x	x	x	3.5%
CN(Cc1ccccc1)C(=O)C1CCN(S(=O)(=O)c2cc([N+](=O)[O-])ccc2Cl)CC1	-11%	-6%	u	-16%	12%
CCOC(=O)Cn1nc(C)c(NC(=O)COc2cccc(Cl)c2)c1C	11%	6%	2%	-7%	0.5%
O=C(c1cccs1)N(Cc1ccc(Cl)cc1)C1CCS(=O)(=O)C1 (stereo not drawn)	-10%	5%	-8%	2%	1.0%
Cc1cc(NC(=O)COc2ccccc2)ccc1Cl	-14%	-6%	u	5.4µM*	i
COCCSc1nc2c(c(=O)[nH]c(=O)n2C)n1CCCc1ccccc1	-2%	-7%	-6%	12%	0.3%
Cc1cc(Cl)ccc1OCC(=O)O	-1%	-1%	8%	8%	0.2%
CCNc1nc(NC(C)C)nc(N(C#N)CCOc2ccccc2)n1	7%	5%	5%	40%	i
COC(=O)c1[nH]c(C)c(/C(O)=C2\C(=O)C(=O)N(CCCN3CCOCC3)C2c2ccccn2)c1C (stereo not drawn)	6%	-2%	-2%	-3%	0.6%
O=P(O)(O)Cc1c(Cl)cccc1Cl	9%	-6%	5%	7%	0.8%
COc1ccc(-c2nc(S(=O)(=O)c3ccccc3)c(NCCCN3CCOCC3)o2)cc1	-4%	x	1%	4%	1.8%
COC(=O)c1ccc(Oc2nc(N3CCCCC3)nc(N3CCOCC3)n2)cc1	-5%	-9%	u	26%	i
CC(=O)c1cccc(NC(=O)CSc2nnc(-c3cccnc3)o2)c1	8%	-1%	-1%	-24%	7.7%
O=C(CCc1nnc(-c2ccc3c(c2)OCO3)o1)NCCc1ccccc1F	-2%	9%	-1%	34%	1.6%
O=C(Nc1nccs1)C(Br)C(Br)c1ccccc1 (stereo not drawn)	-6%	0%	-1%	76%	1.3%
CC(Cc1ccccc1)C(=O)Nc1ccccc1 (stereo not drawn)	-3%	3%	0%	47%	0.4%
Cn1cc(C(c2ccccc2OCC(=O)O)c2cn(C)c3ccccc23)c2ccccc21	0%	6%	-8%	28%	1.2%
Cc1cccc(C(=O)NC2CCN(C(=O)N3CCOCC3)CC2)c1	-7%	-1%	0%	-2%	2.0%
CCN(CC)c1ccc(CN2CCC(C(=O)NCc3ccc(C)cc3)CC2)cc1	4%	-21%	5%	45%	i
CCCCC[C@@H]1C=C(C(=O)O)[C@H](c2ccc(C)cc2)N1S(=O)(=O)c1ccc(C)cc1	-7%	x	-3%	48%	0.2%
O=C1C2CCCN2C(c2ccccc2F)N1c1ccc(F)cc1 (stereo not drawn)	0%	-6%	-9%	2%	1.7%
O=C(O)CSc1nnc(-c2ccc(Cl)cc2Cl)n1Cc1ccccc1	-3%	5%	3%	-8%	i
CC(=O)N1CCN(CC(=O)Nc2ccccc2C(=O)Nc2ccccc2)CC1	-5%	x	-7%	0%	4.4%
CCc1ccn2cc(-c3cc(-c4ccccc4)no3)nc2c1	0%	-3%	4%	15%	4.8%
C=CCN1C(=O)N(CC=C)c2cccc3cccc1c23	-22%	0%	4%	13%	0.2%
Cc1ccc(-c2nn(-c3cccc(F)c3)cc2CNCc2cccnc2)o1	8%	0%	-2%	28%	7.5%
